S100A4 inh HTS: blocks human S100A4 binding to myosin IIA peptide | P26447 | inhibition, % at 10.7 µM | actives 0.14% (n = 360,000) | S100A4/TAMRA-MyoIIA peptide fluorescence polarization;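 active means mean inhibition of at least 70% across replicates, with every replicate also reaching that level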
Target sequence (P26447 whole entry, looked up): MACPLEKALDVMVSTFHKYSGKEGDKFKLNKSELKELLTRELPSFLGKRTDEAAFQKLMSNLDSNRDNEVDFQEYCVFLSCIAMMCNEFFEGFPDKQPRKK
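Material: S100A4 monomer protein / Buffer or medium: 50 mM HEPES pH 7.2, 10 mM CaCl2, 100 mM KCl / Times: 5 min incubation before reading / Benchmarks: neutral control DMSO, positive control TFP / Reagent: labelled myosin peptide probe, 5 nM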
C2C12 statin: suppressors of simvastatin-induced myotoxicity in C2C12 myotubes; ATP luminescence, 48 h; scaled: DMSO 0, geranylgeraniol control 100; rescue of ATP level, % at 7.49 µM; actives 0.78% (n = 330,000); AID 602340;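 active means mean ATP rescue above about 67%, or every replicate alone reaching that limit, limit read from the data, passing the limit was not always enough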;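 further: myotubes were challenged with 10 µM simvastatin during compound exposure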
Casp6 inh: blocks human caspase-6 cleavage activity; P55212; purified caspase-6, Z-VEID-R110 cleavage fluorescence; inhibition, % at 12.5 µM; actives 0.53% (n = 350,000); AID 686996;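 active means mean inhibition across replicates at least about 35%, with every replicate also reaching that limit, limit read from the data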;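 further: 0% = median of neutral control wells and 100% = no fluorescence left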
Target sequence (P55212 24-179 limits assumed): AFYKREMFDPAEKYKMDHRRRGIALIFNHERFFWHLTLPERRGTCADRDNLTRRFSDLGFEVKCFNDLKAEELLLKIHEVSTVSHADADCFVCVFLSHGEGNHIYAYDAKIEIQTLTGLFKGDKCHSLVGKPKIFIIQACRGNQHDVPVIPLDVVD
Target sequence (P55212 194-293 limits assumed): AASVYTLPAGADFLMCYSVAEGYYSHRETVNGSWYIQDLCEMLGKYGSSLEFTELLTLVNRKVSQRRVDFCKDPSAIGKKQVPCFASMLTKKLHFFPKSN
FN deposition inh: fibronectin deposition inhibition; AID 743247; actives 0.086% (n = 350,000); inhibition, % at 12.6 µM; AH1F fibroblasts, Alexa488-fibronectin deposition fluorescence, overnight;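 active means mean inhibition across replicates of 30% or more, regardless of how many single replicates reach that level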;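 further: positive control wells lacked labelled fibronectin entirely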
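Assay system: AH1F fibroblasts assembling fluorescent fibronectin matrix; Amount: 10000 AH1F cells per well; Buffer or medium: DMEM, 2% serum; Probe or stimulus: Alexa488-fibronectin, 24 nM final in well; Doses: single compound dose, delivered by pin transfer; Incubation: 1 h adhesion, overnight exposure; Measured by: fluorescence 485/525 nm; Read-out: fibronectin deposition inhibition.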
SIRT5 inh: sirtuin-5 (human) deacylase inhibition; Q9NXA8; Purified SirT5, succinyl-peptide AMC, trypsin-coupled fluorescence; inhibition, % at 15 µM; actives 1.1% (n = 330,000); in the data active means inhibition above about 15%
Target sequence (Q9NXA8 whole entry, looked up): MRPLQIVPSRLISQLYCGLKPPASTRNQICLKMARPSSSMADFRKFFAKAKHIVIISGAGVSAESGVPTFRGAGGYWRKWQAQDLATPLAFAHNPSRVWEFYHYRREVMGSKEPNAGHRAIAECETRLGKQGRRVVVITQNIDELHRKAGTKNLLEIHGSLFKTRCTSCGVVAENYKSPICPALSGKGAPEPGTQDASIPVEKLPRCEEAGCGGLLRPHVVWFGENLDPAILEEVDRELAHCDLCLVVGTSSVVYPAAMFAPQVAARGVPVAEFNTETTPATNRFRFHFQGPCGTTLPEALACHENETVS
esBAF inh: SWI/SNF esBAF complex inhibition. mouse ES cells, Bmi1-luciferase knock-in reporter, 24 h; 100% = twice the neutral-well signal. reporter increase, % at 12.5 µM. actives 2% (n = 350,000). AID 602393; in the data active means activation above about 40%;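 further: 0% = median of the plate's neutral control wells and 100% = double that signal; a rise in the Bmi1 reporter signal indicates esBAF inhibition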
LGR2 inh: inhibitors of bursicon-induced Drosophila LGR2 receptor cAMP signaling | HEK293 LGR2, CRE-luciferase, bursicon-stimulated, 4 h | inhibition, % at 9.99 µM | actives 0.35% (n = 380,000);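 active means drop in luminescence signal, shown as inhibition above about 50% in the replicate tests, limit read from the data, passing the limit was not always enough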;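 further: agonist challenge used bursicon conditioned medium at about half maximal strength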
Starred values were filed as active, the others as inactive; x = no result given; & = joins results of further samples. This is a subset (hit frequency here may not be typical).

SMILES	S100A4 inh HTS	C2C12 statin	Casp6 inh	FN deposition inh	SIRT5 inh	esBAF inh	LGR2 inh
COc1ccc(OC)c(C=NNC(=O)NN=Cc2cc(OC)ccc2OC)c1	-4	12	0	3	3	2	24
CCCNC(=O)N(C)C[C@@H]1Oc2cc(C#Cc3cccc(F)c3)ccc2S(=O)(=O)N([C@H](C)CO)C[C@H]1C	-2	x	1	8	10	6	6
CC(=O)Nc1ccc(S(=O)(=O)NCCC(=O)N2CCN(c3ccccc3Cl)CC2)cc1	-1	0	0	2	-1	3	-17
O=C(C[C@@H]1CC[C@H]2[C@@H](COC[C@@H](O)CN2C(=O)c2ccc3c(c2)OCO3)O1)NCCN1CCCC1	-1	x	1	5	0	x	-10
C[C@@H]1CN([C@@H](C)CO)C(=O)c2cc(C#CC3CCCCC3)cnc2O[C@@H]1CN(C)C(=O)c1ccncc1	-38	-44	-1	3	-2	-2	-3
CCNC(=O)CSc1nc2ccccc2c(=O)n1CCCOC(C)C	x	0	x	1	x	0	x
COc1ccc(-c2c(C)oc3c(CN4CCOCC4)c(O)ccc3c2=O)cc1	-4	-71	4	5	-22	2	-1
Cc1ccc(O)c(C2=NCCNC(C(F)(F)C(F)F)=C2)c1	x	0	x	0	x	-4	x
CC(C)C(=O)Nc1cccc(NC(=O)CCN2C(=O)c3ccccc3S2(=O)=O)c1	7	-14	2	x	5	-6	-2
Cc1nc([N+](=O)[O-])c(C(=O)OCc2cccc(Br)c2)n1C	15	-4	-2	-5	-1	-2	5
COC(=O)c1ccc(C(=O)OC)c(NC(=O)CSCc2ccc(Br)cc2)c1	-2	-7	1	x	-3	-4	16
COc1ccc(NC(=O)N(C)C[C@H]2Oc3ccc(NC(=O)C4CCCCC4)cc3C(=O)N([C@@H](C)CO)C[C@@H]2C)cc1	4	7	0	x	-2	-3	-3
Cc1ccccc1S(=O)(=O)N1CC[C@@H]2[C@@H](CO)Nc3ccc(-c4ccc(F)cc4)cc3[C@@H]21	x	-21	x	3	x	-5	4
CCCNC(=O)C[C@H]1CC[C@H]2[C@H](COc3ccc(NC(=O)C4CCOCC4)cc3C(=O)N2C)O1	9	14	-2	3	0	-2	-14
Cc1ccc2nc(CCc3ccc(N)cc3)[nH]c2c1	3	16	-7	-14	-2	29	-24
CC1CN(CCC(=O)Nc2ccc3c(c2)OCO3)CC(C)O1 (configuration not stated)	x	5	x	x	x	2	8
CCn1cc(C(=O)NCC2CCCO2)c2cc(OC)c(OC)cc2c1=O (configuration not stated)	x	-17	x	4	x	-3	x
O=C([C@@H]1[C@@H](CO)[C@@H]2Cn3c(cccc3=O)[C@@H]2N1Cc1ccccc1)N1CCCCC1	x	-24	x	x	x	-1	19
CCOC(=O)c1ccc(NC(=O)CSCc2ccco2)cc1	x	0	x	-19	x	1	x
CCC(C)c1ccccc1NC(=O)C(C)NCCN(C)C (configuration not stated)	1	7	-99	1	-3	-8	-25
CCN(C(=O)CSc1nnnn1-c1ccc(OC)cc1)C1CCS(=O)(=O)C1 (configuration not stated)	-1	-4	-1	-2	0	-1	9
N#Cc1cc([N+](=O)[O-])ccc1NC(=O)CSc1n[nH]c(=O)[nH]c1=O	-2	-1	-5	6	1	1	-11
CCOC(=O)c1c(C)n(CCNC(C)=O)c2ccc(O)cc12	x	17	x	13	x	-6	x
CC(=O)c1c(C)[nH]c(C(=O)CN2CCN(S(=O)(=O)c3ccccc3[N+](=O)[O-])CC2)c1C	-2	-18	4	13	-2	4	-15
O=C1NC(=S)N/C1=C/c1cc([N+](=O)[O-])ccc1N1CCOCC1	3	x	0	4	-3	x	24
COc1cc(CCC(=O)NNC(=O)c2ccc(Cl)cc2)cc(OC)c1OC	-13	4	1	1	1	2	15
O=C(NNc1cccc(Cl)n1)Nc1cccc(C(F)(F)F)c1	0	x	-7	2	-2	x	6
CC(C)Cn1c(SCC(=O)N(C)c2c(N)n(Cc3ccccc3)c(=O)[nH]c2=O)nc2ccccc21	1	x	-4	-4	-5	x	-1
CCCN(C)C[C@H]1Oc2cc(-c3ccc(F)cc3)ccc2S(=O)(=O)N([C@H](C)CO)C[C@H]1C	-20	-22	-1	x	-2	2	15
CC1(C)OC(=O)N2CCc3ccccc3C21C (configuration not stated)	x	4	x	10	x	-2	x
Cc1ccc(S(=O)(=O)Nc2cnn(-c3ccccc3)c(=O)c2Cl)cc1	-8	x	-1	8	-6	x	-16
CCCC(=O)N1CC2(CN(C)C2)c2c(n(C)c3cc(OC)ccc23)[C@H]1CO	5	x	-2	x	1	x	-1
COc1ccccc1CN(C)C[C@@H]1OCc2ccccc2-c2ccccc2C(=O)N([C@@H](C)CO)C[C@@H]1C	3	x	0	2	-3	1	3
CSc1ccc(CN2CCC(C)(Oc3ccc(-n4ccnc4)cc3)C2)cc1 (configuration not stated)	-6	-5	-3	4	1	-10	1
COc1ccc(CCN2CC(C(=O)OCc3ccccc3Cl)CC2=O)cc1OC (configuration not stated)	-4	-1	1	-3	-5	-2	-2
O=C(CSc1nc(O)c(-c2ccccc2)c(=O)[nH]1)N1CCOCC1	-2	-1	3	-9	1	-9	10
COc1ccc2c3c(n(C)c2c1)[C@@H](CO)N(C(=O)Cc1ccccc1)CC31CCN(C(=O)Cc2ccccc2)CC1	4	x	0	x	3	x	10
O=C(NC(=S)Nc1ccc(N2CCCCC2)cc1)c1ccc2c(c1)OCCO2	-1	x	0	-8	-4	x	x
O=C(CCN1C(=O)/C(=C/c2ccccc2F)SC1=S)Nc1ccccn1	-5	0	1	5	13	2	-8
Cc1ccc(S(=O)(=O)N(C)C[C@@H]2OCCCC[C@@H](C)Oc3ccc(NS(=O)(=O)c4ccccc4)cc3C(=O)N([C@@H](C)CO)C[C@H]2C)cc1	-3	-5	-3	-10	19*	4	5
NC(=O)CC(NC(=O)c1cccc(Br)c1)c1ccc(NCCN2CCOCC2)c([N+](=O)[O-])c1 (configuration not stated)	0	x	x	-2	x	x	-12
Cc1ccccc1NC(=O)Cc1nc(COC(=O)C(NC(=O)c2ccccc2C)C(C)C)cs1 (configuration not stated)	-7	7	0	0	-18	9	2
CC(C)NC(=O)N(C)C[C@@H]1OCc2cn(nn2)CCCC(=O)N([C@H](C)CO)C[C@@H]1C	-1	0	-1	-4	-3	3	12
Cc1nn(-c2ccccc2)c(C)c1P(=O)(c1ccccc1)N(C)C (configuration not stated)	7	36	1	x	-1	-8	8
COc1ccc(OC)c(CCNC(=O)Cc2ccc(NC3=NC4CS(=O)(=O)CC4S3)cc2)c1 (configuration not stated)	-3	0	-2	4	-9	-6	-4
COc1cccc(CN2CCC2(C)C(=O)Nc2ccc(C)cc2)c1F (configuration not stated)	-4	6	2	-3	0	-6	8
CCc1ccccc1NC(=O)Nc1cnccn1	-4	-6	-5	5	-3	-6	7
CC(=O)N1CCN(c2ccc(NC(=O)c3ccc4c(c3)OCCO4)cc2)CC1	0	7	5	x	-1	3	1
Cc1ccc(-c2csc(NC(=O)CCNC(=O)c3ccccc3Cl)n2)cc1	-2	4	3	1	-3	-1	-20
CCCCCOC(=O)Nc1ccc(S(=O)(=O)Nn2cnnc2)cc1	4	2	5	x	-3	-1	1
CCCn1c(SCC(=O)c2cc(C)ccc2C)n[nH]c1=O	x	-16	x	x	x	0	10
COc1cc(/C=N/NC(=O)/C(=C\c2ccc([N+](=O)[O-])cc2)NC(=O)c2ccccc2)cc(OC)c1O	x	-4	x	-3	x	11	x
Cc1cc(NC(=O)CSCC(=O)N(C)Cc2c(F)cccc2Cl)no1	-1	4	-114	x	5	-2	-4
CCOC(=O)c1c(-c2ccc(C)s2)csc1N	-3	x	1	8	2	x	-23
C[C@@H]1CN([C@H](C)CO)C(=O)c2cc(NS(=O)(=O)c3cccs3)ccc2O[C@H]1CN(C)S(=O)(=O)c1ccccc1	-7	-7	3	x	2	-2	-9
O=S(=O)(c1cccs1)N1CCCCN2[C@@H](CO)[C@@H](c3ccc(Br)cc3)[C@@H]2C1	11	0	0	x	-3	-3	20
C[C@H]1CN([C@@H](C)CO)C(=O)Cc2cc(NC(=O)CCC(F)(F)F)ccc2O[C@H]1CN(C)S(=O)(=O)c1ccc(Cl)cc1	2&2	-207&-75	1	5&-16	7	0&-45	5&-6
CC(=O)O[C@H]1c2ccccc2-c2ccccc2[C@@H]1OC(C)=O	3	8	2	-12	-4	1	-1
Cc1cc(SCNC(=O)c2ccccc2)ncn1	2	3	1	x	-8	-2	11
O=C(C1CCCC1)N1CCCCN2[C@H](C1)[C@H](c1ccc(C#CC3CC3)cc1)[C@@H]2CO	2	x	-3	x	1	x	x

10 structures out of the list, sorted by count of non-hydrogen atoms, lowest first.
SMILES	S100A4 inh HTS	C2C12 statin	Casp6 inh	FN deposition inh	SIRT5 inh	esBAF inh	LGR2 inh
CCOC(=O)c1c(-c2ccc(C)s2)csc1N	-3	x	1	8	2	x	-23
Cc1cc(SCNC(=O)c2ccccc2)ncn1	2	3	1	x	-8	-2	11
CC(=O)O[C@H]1c2ccccc2-c2ccccc2[C@@H]1OC(C)=O	3	8	2	-12	-4	1	-1
CCCCCOC(=O)Nc1ccc(S(=O)(=O)Nn2cnnc2)cc1	4	2	5	x	-3	-1	1
Cc1cc(NC(=O)CSCC(=O)N(C)Cc2c(F)cccc2Cl)no1	-1	4	-114	x	5	-2	-4
Cc1ccc(-c2csc(NC(=O)CCNC(=O)c3ccccc3Cl)n2)cc1	-2	4	3	1	-3	-1	-20
O=C(C1CCCC1)N1CCCCN2[C@H](C1)[C@H](c1ccc(C#CC3CC3)cc1)[C@@H]2CO	2	x	-3	x	1	x	x
COc1cc(/C=N/NC(=O)/C(=C\c2ccc([N+](=O)[O-])cc2)NC(=O)c2ccccc2)cc(OC)c1O	x	-4	x	-3	x	11	x
C[C@@H]1CN([C@H](C)CO)C(=O)c2cc(NS(=O)(=O)c3cccs3)ccc2O[C@H]1CN(C)S(=O)(=O)c1ccccc1	-7	-7	3	x	2	-2	-9
C[C@H]1CN([C@@H](C)CO)C(=O)Cc2cc(NC(=O)CCC(F)(F)F)ccc2O[C@H]1CN(C)S(=O)(=O)c1ccc(Cl)cc1	2&2	-207&-75	1	5&-16	7	0&-45	5&-6

(next part)
SMILES	S100A4 inh HTS	C2C12 statin	Casp6 inh	FN deposition inh	SIRT5 inh	esBAF inh	LGR2 inh
O=C(Nc1ccc(-c2ccccc2)cc1)[C@@H]1[C@@H](CO)[C@@H]2Cn3c(cccc3=O)[C@H]1N2Cc1cncnc1	-3	-9	4	x	0	-2	12
CSc1ccc(CCNC(=O)c2nn(C)c3c2CS(=O)(=O)c2ccccc2-3)cc1	-2	7	-1	7	-2	4	5
OCC[C@@H]1C[C@H](O)[C@@H](O)[C@]2(CCc3ccccc3CO2)O1	2	13	9	5	x	-12	6
CC(=O)N(C)C[C@@H]1Oc2cc(C#Cc3ccccc3)ccc2S(=O)(=O)N([C@H](C)CO)C[C@@H]1C	-7	-4	1	x	4	1	-1
Cn1c(CN2CCOCC2)nnc1SCC(=O)Nc1cccc(C(F)(F)F)c1	-4	0	0	-6	-7	-4	13
COc1cccc(-c2ccc([C@H]3[C@H](CO)N4C(=O)CN(C(=O)CN5CCOCC5)C[C@@H]34)cc2)c1	0	x	-1	x	-4	x	4
Cc1noc(C)c1NC(=O)Nc1ccc2c(c1)CC(=O)N([C@@H](C)CO)C[C@H](C)[C@H](CN(C)C(=O)Nc1cccc3ccccc13)O2	-42	17	-2	x	9	0	20
Cc1ccc(-c2cc(NC(=O)Cc3c[nH]c4ccccc34)ccc2N(C)c2cccnc2)cc1	-5	x	2	-6	x	x	-18
CN(C)CC(=O)N[C@H]1CC[C@@H](CCNC(=O)C2CCCC2)O[C@H]1CO	3	8	0	x	0	1	-11
COc1ccc2c3c(n(C)c2c1)[C@@H](CO)N(Cc1ccccc1)CC31CCN(C(=O)c2ccccc2F)CC1	5	x	0	x	4	x	10
CCOC(=O)c1ccc(NC(=O)c2cc(=O)[nH]c3ccccc23)cc1	-9	x	-2	1	0	x	6
